# From PubChem BioAssay
# HIV fusion peptide: cell-free HIV fusion peptide-binding blockers – biochemical, uHTS, fluorescence dequenching, primary screen (AID 1986); 290,000 compounds, 0.3% hits; inhibition, % at 20 µM, or IC50 in µM where a hit was titrated; cell-free peptide binding, fluorescence dequenching, 30 min; higher % means a stronger effect; in the data active means inhibition mostly above about 52%, no sharp cut-off; inactive means mostly below about 76%; further: some results filed as inactive read as strong as hits
# AID2073: inhibitors of Mint1-CaV2.2 protein interaction, biochemical, HTRF (AID 2073); one-dose inhibition, % at 20 µM; IC50 in µM for titrated hits; HTRF protein-protein interaction, Mint1-CaV2.2; higher % means a stronger effect; 290,000 compounds, 0.19% hits; in the data active means inhibition mostly above about 51%, no sharp cut-off; further: some results filed as inactive read as strong as hits
# Yfh1-off respiration: enhancers of respiration in Yfh1-depleted yeast, dose response, Friedreich's ataxia, plus single-dose screen (AID 1465); S. cerevisiae Yfh1-off respiration, WST-1 reduction, 72 h; higher fold induction means a stronger effect; one-dose fold induction at 50 µM; EC50 in µM for titrated hits; 220,000 compounds, 0.074% hits;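 active means fold induction of absorbance versus untreated yeast above a set limit, then at least 30% activation at any dose in follow-up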;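 further: activators that raise dye reduction in frataxin-depleted yeast; strong numbers were not always called active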
# bCat nuc transl: beta-catenin nuclear translocation modulation; AID 1665; 190,000 compounds, 0.3% hits; nuclear translocation activity, % at 5 µM; HeLa beta-catenin nuclear translocation, immunofluorescence imaging;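 active means nuclear translocation activity above 50% at 5 µM, with a well cell count of 50 or more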;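 further: per-cell ratio of nuclear to cytoplasmic median beta-catenin stain intensity; plate controls were DMSO negative control for no effect and GSK-3 inhibitor IX positive control for full effect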
#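 System: HeLa cells, endogenous beta-catenin; compound dosing: 5 µM primary single dose, 0.1% DMSO, 0.02–20 µM confirmation series; incubation: 24 h compound exposure at 37°C, 5% CO2; signal: beta-catenin immunofluorescence imaging with DAPI; evaluation: % activation, nuclear-to-cytoplasmic median beta-catenin signal ratio per cell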
# Autophagy HCS: autophagy modulation, high-content screen; MEF GFP-LC3 puncta imaging; test concentration mostly 10 µM; calls only at 10 µM (by protocol); 190,000 compounds, 0.98% hits;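 active means percentage of spot-positive cells more than 3 SD above its plate mean, without a fluorescence outlier flag or 80% toxicity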;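 further: spot-positive cell cutoff set from DMSO-treated cells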
# WT yeast gro inh: growth inhibition of WT yeast, mitochondrial fusion screen; mitochondrial fusion phenotypic screen, WT strain; inhibition, % at 10 µM; 190,000 compounds, 2.1% hits; AID 1362; in the data active means inhibition above about 58%; tested in S. cerevisiae
# MT stabilizer: microtubule stabilizers in HeLa cells | HeLa tubulin immunostaining HCS, 24 h; share of cells brighter than vehicle mean+2SD | % tubulin-high responders, % at 10 µM | 200,000 compounds, 0.83% hits;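 active means plate Z-score above 3 for both tubulin-high and condensed-nucleus cell shares, with cell loss under 80%, at 10 µM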;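 further: anti alpha tubulin signal scored within the nucleus-defined area of each cell; some results filed as inactive read as strong as hits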
# Insulin prom up: MIN6 insulin promoter up-regulation; MIN6 insulin promoter-GFP reporter, high-content imaging; active compounds read high; z-score at 5 µM; 190,000 compounds, 0.3% hits; AID 1625;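 active means z-score above 3 at 5 µM with at least 500 cells counted in the well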
# Dynein transport: dynein cargo transport inhibition | AID 1381 | z-score, hits read low | 220,000 compounds, 0.47% hits | 3617.4 mouse cells, GR-EGFP nuclear translocation imaging; test concentration mostly 20 µM; stimulated with dexamethasone, 1 µM; active compounds read low;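 active means plate z-score of nuclear minus cytoplasmic receptor signal below a set negative limit, without overly bright fluorescence or cell loss, cut at about -3.5 in these data, passing the limit was not always enough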;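 further: z-score of nuclear minus cytoplasmic ring GR-EGFP intensity difference per well; some compounds called inactive have numbers as strong as hits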
#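 Also added: dexamethasone, 1.0 µM final. Medium: tet-free, stripped-serum medium. Detection: fixed, Hoechst-stained cells imaged at 10x for EGFP. Read-out: nuclear-to-cytoplasmic GR-EGFP distribution per well. Times: induction 48 h, compound 1 h, agonist 30 min.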
# WT yeast gro inh mutant strain: recorded beside WT yeast gro inh, whose call it bears; inhibition, %; mitochondrial fusion phenotypic screen, mutant strain inhibition
# Dynein transport cytoplasmic EGFP: recorded beside Dynein transport, whose call it bears; z-score; measured here: cytoplasmic GR-EGFP intensity; active compounds read high
# Dynein transport nuclear GR-EGFP: further read-out of Dynein transport, marked with its call; z-score; measured here: nuclear GR-EGFP intensity;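 lower value marks the stronger effect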
# Dynein transport cell count: further read-out of Dynein transport, marked with its call; z-score; measured here: cell count per field
# Insulin prom up cell count: second read-out of Insulin prom up, no call of its own (marks repeat the call); cell count; measured here: cytotoxicity, nuclei count;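 total cells summed across four imaged fields per well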
# bCat nuc transl cell count 5 µM: second read-out of bCat nuc transl, no call of its own (marks repeat the call); cell count; measured here: cell count, cytotoxicity flag
# MT stabilizer Hoechst-high %: second read-out of MT stabilizer, no call of its own (marks repeat the call); % Hoechst-high responders; measured here: nuclear condensation Hoechst responders;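 share of cells brighter than vehicle mean plus two SD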
# MT stabilizer cytotoxicity %: second read-out of MT stabilizer, no call of its own (marks repeat the call); toxicity, %; measured here: cytotoxicity by cell density;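 0% = mean cell density of plate MIN control wells and 100% = no cells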
# Autophagy HCS cell loss 18 h: second read-out of Autophagy HCS, no call of its own (marks repeat the call); toxicity, %; measured here: cell loss, nuclei count;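 cell loss after 18 h compound exposure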
# * marks the source's active call; other numbers are inactive results; i = inactive; x = no result given.
SMILES,Insulin prom up cell count,AID2073,MT stabilizer cytotoxicity %,bCat nuc transl cell count 5 µM,Dynein transport cytoplasmic EGFP,MT stabilizer,Dynein transport,bCat nuc transl,Yfh1-off respiration,MT stabilizer Hoechst-high %,WT yeast gro inh,Dynein transport cell count,Autophagy HCS,Dynein transport nuclear GR-EGFP,HIV fusion peptide,Autophagy HCS cell loss 18 h,Insulin prom up,WT yeast gro inh mutant strain
Cc1cccc(-n2ccnc2SCC(=O)O)c1C,1197,-7%,5.0,1044,-0.33,1.9,0.17,-2.1,i,2.4,-16,-0.52,i,-0.44,-0.5%,7,0.43,12
COC(=O)CC1=NN(c2ccccc2)C(=O)/C1=C\c1ccc(OC)cc1,x,11%,9.9,977,-0.24,4.1,-0.04,-0.2,i,2.0,-14,-0.27,i,-0.36,24%,-3,x,-12
Cc1csc(CN(C)C(=O)CC2C(=O)NCCN2Cc2ccc(-c3ccccc3)cc2)n1 (stereo not drawn),1617,-5%,6.7,1504,-0.29,1.6,-0.94,-0.9,i,2.0,0,0.71,i,-0.54,0.4%,4,-1.1,-7
O=C(CSc1ccc(-c2ccco2)nn1)Nc1ccccc1,1109,68%,7.5,1087,-0.21,2.6,-0.93,0.9,i,2.1,2,0.84,i,-0.53,27%,-2,-0.1,12
CC(C)(C)CC(=O)N1CCC(c2nc3c(nnn3Cc3c(F)cccc3Cl)c(=O)[nH]2)CC1,1176,-2%,3.7,1143,-0.22,3.0,-0.6,-0.8,i,2.4,-5,0.17,i,-0.23,6.2%,-8,-1.5,-6
COc1ccc(CCNC(=O)c2c(C)nc3ccccn23)cc1,1195,15%,2.0,1086,-0.16,4.6,-0.61,-0.2,i,2.6,0,0.95,i,-0.32,0.3%,3,-0.1,-22
COc1cccc(CN2CCN(Cc3cccc4c3OCO4)CC2CCO)c1 (stereo not drawn),1688,4%,2.9,1600,0.16,4.9,-0.86,-0.9,i,1.9,4,0.79,i,-0.29,1.8%,-17,0.65,0
CC1(C)CC(NC(=O)Cc2ccccc2[N+](=O)[O-])CC(C)(C)N1,1306,-7%,3.0,537,-0.27,3.9,-0.31,-1.6,i,2.0,12,0.39,i,-0.18,0.8%,17,0.22,7
CCOc1ccc(C2C(C#N)=C(N)Oc3nc[nH]c(=O)c32)cc1 (stereo not drawn),1154,0%,14,1091,-0.051,4.2,-0.57,-1.4,i,1.3,-14,0.62,i,-0.73,1.5%,14,-0.88,-16
Cc1ccc2nc(NC(=O)c3ccc4ncsc4c3)sc2c1,1890,12%,5.6,1134,-0.19,1.7,0.063,-2.1,i,2.6,28,0.46,x,0.049,1.9%,x,0.29,4
CCc1ccc(/C=C/C(=O)C2C(=O)c3ccccc3C2=O)cc1,1462,3%,6.4,1424,-0.12,2.0,0.35,-2.9,i,2.0,7,0.24,i,0.76,75%,16,1.1,7
Cc1cccc(Oc2nc3ccccn3c(=O)c2/C=C(\C#N)C(=O)NC2CCS(=O)(=O)C2)c1 (stereo not drawn),1270,22%,9.3,963,0.82,3.5,0.82,-0.7,i,4.6,-5,-1.5,i,0.73,1.1%,-1,0.21,-8
COc1ccc2cc3c(N)nn(C(=O)c4ccc(Cl)c([N+](=O)[O-])c4)c3nc2c1,1364,16µM*,0.4,1050,-0.14,6.0,0.79,0.2,i,2.4,-8,-0.84,i,0.59,-10%,11,-0.19,12
Cc1cc(-c2nnc(SCC(=O)N3C(C)CCCC3C)o2)no1 (stereo not drawn),1080,3%,9.8,874,-0.17,1.1,-0.11,-3.8,i,1.4,3,-0.15,x,0.27,1.9%,x,0.6,-6
Cn1nc(C(F)(F)F)c2cc(C(=O)Nc3ccc(F)cc3)sc21,1320,5%,x,1156,-0.21,x,-0.25,-2.3,i,x,x,0.66,x,-0.14,1.5%,x,-0.08,x
CC(C)CNC(=O)NC(=O)COC(=O)c1cccc(NS(=O)(=O)c2ccc(F)c(F)c2)c1,1496,24%,3.9,1100,-0.29,2.7,0.026,-1.6,i,1.9,12,3,i,-0.041,-2.3%,25,-0.16,-4
CC1CCCN(S(=O)(=O)c2ccc(C(=O)Nc3nnc(-c4ccccn4)o3)cc2)C1 (stereo not drawn),1104,5%,7.5,1053,-0.23,5.1,-0.02,-1.2,i,2.7,-4,0.76,i,-0.36,4.3%,2,1.1,0
Cc1cc(C)n(/N=C/c2cc([N+](=O)[O-])ccc2O)c(=O)c1,1469,22%,8.6,1574,-0.33,2.0,-0.75,-0.8,i,1.3,-28,0.23,i,-0.33,-0.6%,-5,-0.04,-5
CC(C)=C1C2C=CC1C1C(=O)N(c3ccc4c(c3)OCO4)C(=O)C21 (stereo not drawn),1255,-6%,5.7,913,-0.24,3.7,-0.33,-0.4,i,1.9,-3,0.36,i,-0.25,-0.4%,-5,0.78,-11
CCn1c(=O)c2c(n3c(=S)[nH]nc13)-c1ccccc1CC21CCCCC1,1204,15%,5.3,1117,0.084,1.3,-0.46,-0.7,i,2.0,7,0.17,i,-0.16,5.6%,-2,-0.2,-23
CCC1CC(C)(C(=O)Nc2ccc(S(N)(=O)=O)cc2)OC1=O (stereo not drawn),x,2%,8.7,1091,-0.18,5.5,-0.29,-9.0,x,4.5,-6,1.2,i,-0.15,0.7%,0,x,0
O=C1CC(N2CCC(c3nc4ccccc4o3)CC2)C(=O)N1 (stereo not drawn),1606,11%,7.6,1140,-0.32,2.7,-0.67,-4.1,i,1.7,-21,0.42,i,0.055,-1.4%,-7,-0.3,-8
CCOC(=O)C1CCN(C(=O)/C=C/c2cccs2)CC1,1421,-7%,4.2,1099,-0.0052,0.6,0.9,-1.5,i,1.4,1,-2.1,i,0.003,-0.8%,-9,-0.08,-2
COc1ccc(CCNC(=O)CCS(=O)(=O)c2cccc3nsnc23)cc1OC,1210,-7%,5.2,1097,-0.14,6.9,-0.72,-1.5,i,1.3,12,-0.28,i,-0.057,-1.3%,14,-0.18,7
O=C(NCc1ccccc1)c1ccc2nc(N3CCOCC3)sc2c1,1086,5%,x,1267,0.82,x,-0.1,1.3,i,x,x,0.46,x,0.66,1.9%,x,-1.2,x
CN1CCN(C(=S)NC(=O)c2ccc(Br)cc2)CC1,1092,-25%,x,1358,-0.2,x,-0.44,0.1,i,x,x,0.63,x,-0.32,-0.6%,x,0.41,x

# Nothing new here: an excerpt of the list.
SMILES,Insulin prom up cell count,AID2073,MT stabilizer cytotoxicity %,bCat nuc transl cell count 5 µM,Dynein transport cytoplasmic EGFP,MT stabilizer,Dynein transport,bCat nuc transl,Yfh1-off respiration,MT stabilizer Hoechst-high %,WT yeast gro inh,Dynein transport cell count,Autophagy HCS,Dynein transport nuclear GR-EGFP,HIV fusion peptide,Autophagy HCS cell loss 18 h,Insulin prom up,WT yeast gro inh mutant strain
CC1CCCN(S(=O)(=O)c2ccc(C(=O)Nc3nnc(-c4ccccn4)o3)cc2)C1 (stereo not drawn),1104,5%,7.5,1053,-0.23,5.1,-0.02,-1.2,i,2.7,-4,0.76,i,-0.36,4.3%,2,1.1,0
Cc1cc(C)n(/N=C/c2cc([N+](=O)[O-])ccc2O)c(=O)c1,1469,22%,8.6,1574,-0.33,2.0,-0.75,-0.8,i,1.3,-28,0.23,i,-0.33,-0.6%,-5,-0.04,-5
CC(C)=C1C2C=CC1C1C(=O)N(c3ccc4c(c3)OCO4)C(=O)C21 (stereo not drawn),1255,-6%,5.7,913,-0.24,3.7,-0.33,-0.4,i,1.9,-3,0.36,i,-0.25,-0.4%,-5,0.78,-11
CCn1c(=O)c2c(n3c(=S)[nH]nc13)-c1ccccc1CC21CCCCC1,1204,15%,5.3,1117,0.084,1.3,-0.46,-0.7,i,2.0,7,0.17,i,-0.16,5.6%,-2,-0.2,-23
CCC1CC(C)(C(=O)Nc2ccc(S(N)(=O)=O)cc2)OC1=O (stereo not drawn),x,2%,8.7,1091,-0.18,5.5,-0.29,-9.0,x,4.5,-6,1.2,i,-0.15,0.7%,0,x,0
O=C1CC(N2CCC(c3nc4ccccc4o3)CC2)C(=O)N1 (stereo not drawn),1606,11%,7.6,1140,-0.32,2.7,-0.67,-4.1,i,1.7,-21,0.42,i,0.055,-1.4%,-7,-0.3,-8
CCOC(=O)C1CCN(C(=O)/C=C/c2cccs2)CC1,1421,-7%,4.2,1099,-0.0052,0.6,0.9,-1.5,i,1.4,1,-2.1,i,0.003,-0.8%,-9,-0.08,-2
COc1ccc(CCNC(=O)CCS(=O)(=O)c2cccc3nsnc23)cc1OC,1210,-7%,5.2,1097,-0.14,6.9,-0.72,-1.5,i,1.3,12,-0.28,i,-0.057,-1.3%,14,-0.18,7
O=C(NCc1ccccc1)c1ccc2nc(N3CCOCC3)sc2c1,1086,5%,x,1267,0.82,x,-0.1,1.3,i,x,x,0.46,x,0.66,1.9%,x,-1.2,x
CN1CCN(C(=S)NC(=O)c2ccc(Br)cc2)CC1,1092,-25%,x,1358,-0.2,x,-0.44,0.1,i,x,x,0.63,x,-0.32,-0.6%,x,0.41,x
